Compound activity deposited in PubChem by The Scripps Research Institute Molecular Screening Center.
pPAFAH inh – inhibitors of human plasma PAF acetylhydrolase (pPAFAH); AID 463082; 330,000 compounds, 1.5% hits; inhibition, % at 3.39 µM; recombinant pPAFAH, FP-rhodamine probe fluorescence polarization; Q13093;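 active = inhibition above the mean inhibition across the screen plus 3 SD, cut at about 25% in these data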;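 note: inhibitors block binding of the rhodamine activity-based probe so polarization drops; 0% = enzyme with DMSO and 100% = wells lacking pPAFAH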
PREPL inh – inhibitors of human prolyl oligopeptidase-like enzyme PREPL; Q4J6C6; recombinant PREPL, fluorescence polarization activity-based probe; inhibition, % at 5.96 µM; AID 2751; 320,000 compounds, 0.68% hits; in the data active = inhibition above about 43%;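 note: 0% = enzyme with DMSO and 100% = wells lacking enzyme; many of its hits are not listed in these tables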
GSTO1 inh – GSTO1 inhibition, counter-screen for RBBP9 inhibitors | P78417 | recombinant GSTO1, activity-based probe fluorescence polarization | inhibition, % at 5.96 µM | 300,000 compounds, 1.1% hits | AID 1974;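 active = inhibition above the campaign mean inhibition plus 3 SD, cut at about 35% in these data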;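 note: 0% = GSTO1-1 with DMSO and 100% = wells lacking GSTO1-1 enzyme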
PAFAH1B3 FP inh – blocks human PAF acetylhydrolase 1B catalytic subunit 3; recombinant PAFAH1B3, FP-rhodamine probe, fluorescence polarization; inhibition, % at 3.39 µM; 340,000 compounds, 0.28% hits; Q15102;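 active = inhibition above the screen-wide average of all tested compounds plus 3 SD, cut at about 25% in these data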;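 note: 0% = enzyme with DMSO only and 100% = wells lacking PAFAH1B3 protein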
Target sequence (Q15102 whole entry, looked up): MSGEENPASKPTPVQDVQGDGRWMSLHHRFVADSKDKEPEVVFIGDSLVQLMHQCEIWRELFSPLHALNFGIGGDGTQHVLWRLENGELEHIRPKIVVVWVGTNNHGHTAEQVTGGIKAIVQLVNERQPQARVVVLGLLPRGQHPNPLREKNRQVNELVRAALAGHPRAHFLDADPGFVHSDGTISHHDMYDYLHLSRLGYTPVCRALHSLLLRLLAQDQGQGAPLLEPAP
LYPLA1 inh – blocks human lysophospholipase 1, a PME1 counter-screen; O75608; recombinant LYPLA1, FP-Rh probe fluorescence polarization; inhibition, % at 5.9 µM; 320,000 compounds, 0.16% hits; AID 2174;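 active = inhibition above the mean of all tested compounds plus 3 SD, set per campaign, cut at about 14% in these data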;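 note: inhibitors block serine hydrolase probe labeling of LYPLA1 so polarization falls; 0% = enzyme with DMSO and 100% = wells lacking LYPLA1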
Target sequence (O75608 whole entry, looked up): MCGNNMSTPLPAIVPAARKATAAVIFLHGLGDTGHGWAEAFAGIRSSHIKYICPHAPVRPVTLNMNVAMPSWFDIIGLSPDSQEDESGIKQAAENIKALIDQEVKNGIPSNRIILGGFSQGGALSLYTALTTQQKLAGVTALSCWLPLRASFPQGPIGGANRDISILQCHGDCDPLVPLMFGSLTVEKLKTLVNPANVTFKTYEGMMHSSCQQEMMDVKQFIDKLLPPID
PAD4 FP inh – blocks human protein arginine deiminase 4. Q9UM07. recombinant PAD4, RCA probe fluorescence polarization. inhibition, % at 6.36 µM. 330,000 compounds, 0.41% hits;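 active = percent inhibition above a cutoff equal to the mean of all tested compounds plus 3 SD, cut at about 15% in these data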;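 note: 0% = PAD4 with RCA probe and DMSO and 100% = probe without PAD4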
LYPLA2 counter – LYPLA2 (human) inhibition in PME1 counter-screen; O95372; recombinant LYPLA2, FP-Rh probe fluorescence polarization; inhibition, % at 5.9 µM; 320,000 compounds, 0.38% hits; AID 2177;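 active = inhibition above the screen-wide mean plus 3 SD, limit set per campaign, cut at about 26% in these data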;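 note: 0% = LYPLA2 with DMSO and 100% = wells lacking LYPLA2 enzyme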
Target sequence (O95372 whole entry, looked up): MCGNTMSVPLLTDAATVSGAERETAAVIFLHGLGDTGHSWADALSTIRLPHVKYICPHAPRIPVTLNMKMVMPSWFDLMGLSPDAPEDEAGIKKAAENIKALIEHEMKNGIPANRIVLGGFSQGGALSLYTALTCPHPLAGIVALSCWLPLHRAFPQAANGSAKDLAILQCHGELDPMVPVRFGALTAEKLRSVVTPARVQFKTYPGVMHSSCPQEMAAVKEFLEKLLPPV
PAFAH1B2 FP inh – inhibitors of human PAFAH1B2; AID 492953; P68402; 340,000 compounds, 1.2% hits; inhibition, % at 3.39 µM; recombinant PAFAH1B2, FP-rhodamine activity probe, fluorescence polarization;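 active = inhibition above the mean of all tested compounds plus 3 SD, cut at about 24% in these data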;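 note: 0% = enzyme with DMSO and 100% = wells lacking PAFAH1B2; many of its hits are not listed in these tables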
Target sequence (P68402 whole entry, looked up): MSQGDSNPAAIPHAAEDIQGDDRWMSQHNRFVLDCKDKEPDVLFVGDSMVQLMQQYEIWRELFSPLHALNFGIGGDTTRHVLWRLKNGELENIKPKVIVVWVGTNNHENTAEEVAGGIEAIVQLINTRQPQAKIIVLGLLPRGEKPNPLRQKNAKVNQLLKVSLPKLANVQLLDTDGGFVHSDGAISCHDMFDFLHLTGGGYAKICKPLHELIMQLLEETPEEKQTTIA
PAFAH2 FP inh – PAFAH2 (human) inhibition | AID 492956 | inhibition, % at 3.39 µM | Q99487 | recombinant PAFAH2, FP-rhodamine activity probe, fluorescence polarization | 340,000 compounds, 0.99% hits;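 active = inhibition above the mean over all tested compounds plus 3 SD, cut at about 30% in these data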;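 note: inhibitors block probe labeling of enzyme so polarization drops; 0% = enzyme with DMSO and 100% = wells lacking PAFAH2 protein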
* marks the source's active call; other numbers are inactive results; . = not tested or not shown. Only part of the results is shown; count on the stated rates, not on these rows.

SMILES	pPAFAH inh	PREPL inh	GSTO1 inh	PAFAH1B3 FP inh	LYPLA1 inh	PAD4 FP inh	LYPLA2 counter	PAFAH1B2 FP inh	PAFAH2 FP inh
COc1ccccc1-c1c(C)c(C)nc(N)c1C#N	4	23	9	3	3	2	6	-2	2
COc1ccc(-c2cc(C(F)(F)F)n3nc(C(=O)NCCCN4CCOCC4)cc3n2)cc1	2	-15	0	.	2	-2	2	.	.
CSCCC(NS(=O)(=O)c1ccccc1F)C(=O)NCc1cccnc1 (centres undefined)	3	1	-3	5	-1	0	0	-1	5
CCOC(=O)N1CCN(C(=O)Cc2cccc3ccccc23)CC1	-6	-4	-2	7	-1	-9	-3	-2	13
CCN(CC)CCCNC(=O)c1cc(-c2ccc3c(c2)OCO3)on1	0	11	10	10	-3	1	-3	6	-5
Cc1ccc(/C=N/N2CCN(Cc3ccc(Cl)cc3)CC2)o1	9	12	-4	7	2	-1	2	11	7
O=C(O)[C@@H]1CCCC[C@@H]1C(=O)N1CCc2ccccc2C1CN1C(=O)c2ccccc2C1=O (some centres undefined)	2	-4	-4	4	-2	0	-5	9	0
Fc1ccccc1-c1nc(-c2ccncc2)no1	0	14	5	9	1	-1	1	6	-1
Cc1ccc(CNC(=O)c2ccc(N(C)C)cc2)cc1	5	17	7	7	9	-2	5	-1	6
CC(=O)Nc1csc2ccccc12	6	-6	-8	3	3	0	20	2	-5
CC(=O)CCSc1nnc(-c2cccc(S(=O)(=O)N3CCOCC3)c2)o1	-2	17	16	9	3	4	8	4	2
CN1CCN(CC2(O)CCN(S(=O)(=O)c3ccc(Cl)cc3)CC2)CC1	1	2	-5	-1	0	-1	0	10	0
CCOC(=O)C1(C)C=C(Nc2ccc(OC)cc2)C(=O)N1c1ccc(OC)cc1 (centres undefined)	0	-4	1	10	1	-4	1	7	6
CC(C)NC(=O)c1ccc(NC(=O)CC2SC(N3CCCC3)=NC2=O)cc1 (centres undefined)	2	2	.	0	0	-3	3	-3	-5
COc1cc(/C=N/Nc2ncc(C(F)(F)F)cc2Cl)cc(OC)c1O	0	8	-6	3	6	3	5	3	15
CCOC(=O)CSc1nnc(CNC(=O)c2cccs2)n1-c1ccccc1	2	6	5	6	-1	-3	2	8	6
COc1ccc(CN(CCNC(=O)CCCCC(=O)NCCN(Cc2ccc(OC)cc2)C(C)C)C(C)C)cc1	7	21	-2	0	0	-4	1	2	6
O=C(OCC(=O)N1CCOCC1)c1ccc(F)cc1Cl	-3	2	0	9	0	-8	-5	2	-4
COc1ccc(C(C(=O)NC(C)(C)C)N(C(=O)CNC(=O)c2cccs2)c2cccnc2)cc1OC (centres undefined)	6	-2	-9	-6	-1	-4	1	-6	5
COc1cccc(CNc2cccc(C(F)(F)F)c2)c1O	1	-5	7	1	3	-3	4	8	2
O=C(CC1Oc2ccccc2NC1=O)NCCc1ccccc1 (centres undefined)	-3	-3	6	11	2	-1	5	0	-3
O=C(NCN1C(=O)C2C3C=CC(C3)C2C1=O)Nc1ccccc1O (centres undefined)	-2	8	8	-2	0	-7	2	1	-2
CCN1CCN(c2nc(-c3cccnc3)nc3ccccc23)CC1	3	0	-2	-2	0	-1	5	-2	4
O=C(CSc1nnc(C2CC2)n1-c1ccccc1)NCCc1ccccc1	6	-3	-5	8	4	-3	3	7	0
Nn1c(SCC(=O)NC2CCCc3ccccc32)nnc1-c1cccs1 (centres undefined)	-5	-2	2	2	-3	5	-6	7	-3
O=C(c1ccc(NC2=NC3CS(=O)(=O)CC3S2)cc1)N1CCN(c2ccc([N+](=O)[O-])cc2)CC1 (centres undefined)	2	11	3	11	7	-2	21	7	8
COc1ccc(Nc2nc3[nH]c(=O)cc(O)c3s2)cc1	-6	13	32	4	-4	-7	-8	1	3
O=C(NN=C1CCN(Cc2ccccc2)CC1)c1cc2ccccc2cc1O	47*	19	16	6	-6	-3	2	13	4
C=CCn1c(SCC(=O)Nc2ccccc2-c2ccccc2)nc2cc(C(=O)O)ccc2c1=O	6	3	7	3	-3	-3	1	3	11
CC(C)=NOc1cc(NC(=O)CCl)cc([N+](=O)[O-])c1	0	4	80*	4	-1	1	4	-1	-6
COc1cc2c(cc1OC)[C@@H](NC(=O)CCc1ccccc1)[C@H](OCc1ccccc1)C2	8	.	.	8	.	4	.	4	-2
Cc1nc(SC(C(N)=O)c2ccccc2)c(C#N)c(C)c1C (centres undefined)	3	17	4	.	1	-6	-5	.	.
O=C(CCn1c(=S)[nH]c2ccccc2c1=O)N1CCCCC1	3	12	3	6	-1	0	3	8	6
CCNc1nc(NCC)nc(N/N=C/c2ccccc2)n1	6	-9	-3	-2	2	-1	5	4	-8
O=C(O)C1CCCCC1C(=O)NC(c1ccccc1)c1ccccc1 (centres undefined)	1	-4	-4	2	0	-5	2	13	-2
Cc1ncc(CO)c(/C=N/NC(=O)c2cc(Br)ccc2O)c1O	5	4	-53	12	1	-2	-3	4	11
COc1ccccc1-c1nc2n(n1)C(c1cccs1)C(C(=O)Nc1cccnc1)=C(C)N2 (centres undefined)	0	4	-1	4	0	-2	7	0	-5
O=C1CC(c2ccccc2)n2nc(NC(=O)c3ccccc3)nc2N1 (centres undefined)	5	1	1	-4	-4	8	2	-1	0
O=C(C[n+]1cccc2ccccc21)c1ccc(NC(=O)c2ccccc2)cc1	0	17	9	0	-2	-7	7	1	2
Cn1cnnc1SCC(=O)NC1CCCC1	-6	8	15	3	-3	-5	-3	-4	6

Molecules above that have a nitro group on carbon:
SMILES	pPAFAH inh	PREPL inh	GSTO1 inh	PAFAH1B3 FP inh	LYPLA1 inh	PAD4 FP inh	LYPLA2 counter	PAFAH1B2 FP inh	PAFAH2 FP inh
O=C(c1ccc(NC2=NC3CS(=O)(=O)CC3S2)cc1)N1CCN(c2ccc([N+](=O)[O-])cc2)CC1 (centres undefined)	2	11	3	11	7	-2	21	7	8
CC(C)=NOc1cc(NC(=O)CCl)cc([N+](=O)[O-])c1	0	4	80*	4	-1	1	4	-1	-6

A few values from the list.
O=C(CC1Oc2ccccc2NC1=O)NCCc1ccccc1 (centres undefined) – GSTO1 inh = 6
Cc1nc(SC(C(N)=O)c2ccccc2)c(C#N)c(C)c1C (centres undefined) – LYPLA2 counter = -5

3 entries from above in another layout:
| smiles | pPAFAH inh | PREPL inh | GSTO1 inh | PAFAH1B3 FP inh | LYPLA1 inh | PAD4 FP inh | LYPLA2 counter | PAFAH1B2 FP inh | PAFAH2 FP inh |
| --- | --- | --- | --- | --- | --- | --- | --- | --- | --- |
| O=C(CC1Oc2ccccc2NC1=O)NCCc1ccccc1 (centres undefined) | -3 | -3 | 6 | 11 | 2 | -1 | 5 | 0 | -3 |
| O=C(CSc1nnc(C2CC2)n1-c1ccccc1)NCCc1ccccc1 | 6 | -3 | -5 | 8 | 4 | -3 | 3 | 7 | 0 |
| O=C(c1ccc(NC2=NC3CS(=O)(=O)CC3S2)cc1)N1CCN(c2ccc([N+](=O)[O-])cc2)CC1 (centres undefined) | 2 | 11 | 3 | 11 | 7 | -2 | 21 | 7 | 8 |

(list continues)
SMILES	pPAFAH inh	PREPL inh	GSTO1 inh	PAFAH1B3 FP inh	LYPLA1 inh	PAD4 FP inh	LYPLA2 counter	PAFAH1B2 FP inh	PAFAH2 FP inh
Cc1cc(C)c(NC(=O)COc2cccnc2[N+](=O)[O-])c(C)c1	-1	23	.	1	3	6	7	2	14
COc1ccc2c(c1)CC(N1CCN(C)CC1)c1cc(OC)ccc1S2 (centres undefined)	1	37	5	0	3	1	6	0	-2
CN1C(=O)N2CN(C3CCCCC3)CN3C(=O)N(C)C1C23 (centres undefined)	0	-1	-4	2	-3	2	2	0	-6
COc1ccc(-n2c(=O)[nH]cc(C(=O)N3CCCc4ccccc43)c2=O)cc1	-2	5	1	6	-1	3	-1	3	-2
O=C1CC(c2cccc(Cl)c2)C(n2cncn2)C(=O)C1C1NCCc2ccccc21 (centres undefined)	-3	-6	-1	6	3	-1	6	1	5
Nc1cc(-c2ccc(Br)cc2)nn1S(=O)(=O)c1cccc2nsnc12	15	18	-2	1	-7	-4	-9	6	2
CC(=O)NC(Cc1ccc(F)c(F)c1)C(=O)NC1CCN(C(=O)c2ccc(Cl)cc2)CC1 (centres undefined)	1	11	-3	5	-2	-2	-3	2	7
Cc1cc(Cl)c2oc(C(=O)N3CCN(c4ccncc4)CC3)c(C)c2c1	6	5	2	7	0	-1	2	-1	-4
CCOC(=O)c1cnc2ccccc2c1NCc1ccco1	-5	8	-3	10	-2	-2	-5	3	-2
N/C(=N\OC(=O)/C=C/c1ccccc1)c1ccncc1	2	3	13	7	1	1	-2	2	10
COc1cc(OC)cc(-c2cn[nH]c2N)c1	4	5	4	6	0	-3	-1	6	3
CC(=O)Nc1ccc2c(c1)nc(CN1CCCC1)n2C	7	4	4	2	0	-1	6	-1	-3
CCn1cc(CN2CCc3c([nH]c4ccccc34)C2c2cccc(OC)c2)c(C)n1 (centres undefined)	4	-10	-3	.	0	-4	-1	.	.
CCc1nnc(SCc2ccc([N+](=O)[O-])cc2)nc1CC	-8	9	1	-4	1	0	5	-3	3
Cc1ccc(-c2nc3cc(NC(=O)C(C)C)ccc3o2)cc1	10	-3	-6	-3	0	4	-2	2	8
Fc1ccc(Cn2c(-c3cscn3)nc3ccccc32)c(Cl)c1	16	6	3	-2	2	-8	4	3	8
COc1ccccc1NC(=O)CSCc1cc(=O)n2c(C)csc2n1	2	9	0	0	-2	-3	4	4	-4
COc1ccc(S(=O)(=O)N(C)CC(=O)NC2CC2)cc1OC	0	6	4	0	1	-7	5	2	-3
CCOc1ccc(NC(=O)Cn2nnc(C(=O)NCc3cccs3)c2N)cc1	6	-1	10	5	-2	2	-4	2	1
Cc1ccccc1OCc1nc2ccccc2c(=O)n1NC(=O)c1ccco1	5	3	1	6	4	-3	5	1	4
CCN(CC)CCCn1c(=S)[nH]c2ncccc2c1=O	6	2	4	-1	3	1	2	-3	-2
CC(C)N(Cc1ccccc1)C(=O)COC(=O)c1ccccc1SCC(=O)N1CCCC1	2	2	9	5	1	-2	2	13	-10
CC(=O)c1cc(C)ccc1OC(=O)c1ccncc1	3	-7	-4	-1	1	-4	-1	-2	0

Profiles, quoted from the list. Order of screens: pPAFAH inh | PREPL inh | GSTO1 inh | PAFAH1B3 FP inh | LYPLA1 inh | PAD4 FP inh | LYPLA2 counter | PAFAH1B2 FP inh | PAFAH2 FP inh
Entry for Cn1cnnc1SCC(=O)NC1CCCC1 → -6 | 8 | 15 | 3 | -3 | -5 | -3 | -4 | 6
Entry for Cc1ccc(CNC(=O)c2ccc(N(C)C)cc2)cc1 → 5 | 17 | 7 | 7 | 9 | -2 | 5 | -1 | 6
